ALOX12 inh: ALOX12 (human) lipoxygenase inhibition; P18054; purified 12hLO, xylenol orange hydroperoxide absorbance; Potency, µM (top dose mostly 108 µM), for the others: at the highest dose activity change, negative = inhibition, hits mostly inhibitors; hit rate 1.1% among 580,000; AID 1671190; active means well fitted inhibition curve with a large enough effect; inconclusive means small, poorly fitted or top-dose-only effect, or another doubt; inactive means no such curve, though single readings can be large or run the other way
Target sequence (P18054 whole entry, looked up): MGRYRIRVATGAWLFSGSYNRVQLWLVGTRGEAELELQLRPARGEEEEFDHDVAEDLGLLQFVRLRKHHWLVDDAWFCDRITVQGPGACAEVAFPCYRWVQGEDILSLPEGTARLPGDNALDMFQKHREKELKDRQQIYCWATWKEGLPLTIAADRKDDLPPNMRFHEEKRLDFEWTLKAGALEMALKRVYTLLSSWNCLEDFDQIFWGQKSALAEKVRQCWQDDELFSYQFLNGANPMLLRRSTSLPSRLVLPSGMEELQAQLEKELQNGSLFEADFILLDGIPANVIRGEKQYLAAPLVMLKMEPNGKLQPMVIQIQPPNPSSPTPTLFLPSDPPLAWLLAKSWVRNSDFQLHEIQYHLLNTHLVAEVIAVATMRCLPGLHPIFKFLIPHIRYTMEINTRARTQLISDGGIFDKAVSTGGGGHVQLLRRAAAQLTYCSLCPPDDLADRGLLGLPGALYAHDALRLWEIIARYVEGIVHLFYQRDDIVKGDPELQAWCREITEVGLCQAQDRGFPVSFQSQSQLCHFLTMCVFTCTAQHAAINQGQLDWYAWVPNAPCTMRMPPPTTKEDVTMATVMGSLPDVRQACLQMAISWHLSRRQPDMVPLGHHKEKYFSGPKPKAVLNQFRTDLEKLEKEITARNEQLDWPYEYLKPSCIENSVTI
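Hydroperoxide product was detected by ferrous iron/xylenol orange as the 573 to 405 nm absorbance ratio. Arachidonic acid at 40 uM (final) was turned over for 30 min at room temperature by 150 nM human 12hLO, pH 7.0 Hepes buffer, after 15 min compound preincubation.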
The depositor's hits bear a star; u = inconclusive; [ ] = another dose, or the depositor's remark. On the % scale 0 is the no-effect control and ±100 the full control effect; potency means the concentration at half of the fitted maximal effect. Not all compounds are listed, so the mix of outcomes need not match the whole.

SMILES | ALOX12 inh
COc1ccc(-c2nnc3n2CCN([S+](=O)([O-])c2ccc(C)cc2)C3)cc1 | -3.7%
O=C(NC1CC(c2nnc(CO)n2C2CC2)C1)c1ccc2c(c1)CCO2 (stereo not drawn) | 18.7%
Cc1nn(Cc2cc(C(=O)O)c3ccccc3n2)c(C)c1Br | u
Cc1ncsc1CN1CCC2(CC1)CC(Cc1nc(-c3ccccc3)no1)CCO2 (stereo not drawn) | 31.7%[activator]
Cc1nc(N2CCC(NCCNc3ccncc3C)CC2)c2ccsc2n1 | 47.0%[activator]
CN1Cc2ncnc(NCCCO)c2CN(c2ccccc2)C1=O | -5.1%[176 µM]
COC(=O)c1cc2c(c3c4cc(OC)ccc4n(S(=O)(=O)c4ccc(F)cc4)c13)C(=O)N(Cc1ccccc1)C2 | -17.1%
Cc1ccc(C(=O)N2CCC3(CC2)NC(=O)N(c2ccccc2Cl)N3)cc1C | 1.26µM*
O=C(CC1CCCC1)N1CCC(c2nc(C3CCOCC3)no2)CC1 | 4.6%
CCOC(=O)C1=C(C)Nc2nc(SCc3ccccc3)nn2C1c1ccc(C)cc1 (stereo not drawn) | 2.8%
O=CCCc1ccccc1 | -1.1%[176 µM]
CC(=O)N1CCN(c2nc3c(s2)CC(C(=O)N2CCN(C4CCCC4)CC2)CC3)CC1 (stereo not drawn) | 15.4%
O=C(CCC[C@@H]1[C@H]2CCCN3CCC[C@@H](CN1C(=O)c1ccsc1)[C@@H]23)NCC1CC1 | 32.1%
Cc1oc(-c2ccc(C(F)(F)F)cc2)nc1CN(C)C(C)c1cccs1 (stereo not drawn) | 31.9%[activator]
O=C(c1ccco1)N1CCN(C(=O)C2CCc3ncc(-c4ccsc4)n3C2)CC1 (stereo not drawn) | 10.2%
Cc1cnc(NC(=O)Cc2ccc3ccccc3c2)s1 | -0.9%
CCC(=O)Nc1cnc(-c2ccc(C)cc2)nc1 | 34.5%[activator]
CCN(c1ccc(NC(=O)c2cnc3ccccc3n2)cc1)C(C)C | -1.3%
N#Cc1ccccc1S(=O)(=O)N[C@H]1CO[C@H]2[C@@H]1OC[C@@H]2n1nnnc1-c1ccccc1 | 29.0%
COc1cccc2cc(-c3csc(-c4ccccc4)n3)c(=O)oc12 | 37.7%[activator]
COc1cc(C(=O)NCC2COc3ccccc3O2)cc(OC)c1OC (stereo not drawn) | 3.3%
CCOc1ccc(NC(=O)C2CCN(c3nc4ccccc4nc3OCC)CC2)cc1 | -5.8%
COc1ccc2c(c1)CN(C(=O)c1ccc(C(F)(F)F)cc1)CC[C@H]1COC(=O)N21 | 10.7%[176 µM]
CS(=O)(=O)N1CCC(C(=O)Nc2cccc(OCc3ccc(F)cc3)c2)CC1 | 5.6%

Marked active in ALOX12 inh (from the list above):
SMILES | ALOX12 inh
Cc1ccc(C(=O)N2CCC3(CC2)NC(=O)N(c2ccccc2Cl)N3)cc1C | 1.26µM*

(more compounds)
SMILES | ALOX12 inh
Cc1nn(-c2nc3c(c(=O)n(CCCc4ccccc4)c(=O)n3C)n2C(C)C)c(C)c1C | -24.3%
Cc1nc2c(c(-c3ccc(O)cc3)n1)CN(Cc1ccc(OC(F)(F)F)cc1)CCC2 | u
CCCCC(=O)Nc1cccc(C(=O)OCc2cc(=O)n3nc(CCCC)sc3n2)c1 | -23.5%
COc1ccc(S(=O)(=O)N2CCc3c(C(=O)NCCN(C)C)cccc32)cc1 | 10.6%
COC(=O)c1cc(OC(=O)Cc2ccc(Cl)cc2)cc(C(=O)OC)c1 | -22.8%
CCC(CO)NC(=O)c1nc(-c2ccc3[nH]ccc3c2)no1 (stereo not drawn) | -2.3%
Cc1ccc(Cn2c(N3CCC(C(=O)N4CCC(C(N)=O)CC4)CC3)nc3ccccc32)cc1 | 8.5%
CN1CCOc2c(C(=O)NCCc3cnc[nH]3)cc(-c3cccnc3)cc21 | 52.5%[activator][176 µM]
COc1cccc(NC(=O)NC2CCN(c3nc(C)cc(C)n3)CC2)c1 | -21.4%
O=C(c1cc(Cl)ccc1F)N1CCCC(n2cc(-c3nc(-c4ccccc4)no3)nn2)C1 (stereo not drawn) | u
Cc1ccc(/C=C/C(=O)OC(C)C(=O)C23CC4CC(CC(C4)C2)C3)o1 (stereo not drawn) | u
COCC1CCCN(C(=O)c2cc(Cn3c(C)nc4ccccc43)[nH]n2)C1 (stereo not drawn) | -7.4%

Five entries from above, comma-delimited:
smiles,ALOX12 inh
CS(=O)(=O)N1CCC(C(=O)Nc2cccc(OCc3ccc(F)cc3)c2)CC1,5.6%
Cc1nn(-c2nc3c(c(=O)n(CCCc4ccccc4)c(=O)n3C)n2C(C)C)c(C)c1C,-24.3%
Cc1nc2c(c(-c3ccc(O)cc3)n1)CN(Cc1ccc(OC(F)(F)F)cc1)CCC2,u
CCCCC(=O)Nc1cccc(C(=O)OCc2cc(=O)n3nc(CCCC)sc3n2)c1,-23.5%
COc1ccc(S(=O)(=O)N2CCc3c(C(=O)NCCN(C)C)cccc32)cc1,10.6%

Pulled one by one from the list above:
SMILES | ALOX12 inh
COC(=O)c1cc(OC(=O)Cc2ccc(Cl)cc2)cc(C(=O)OC)c1 | -22.8%
Cc1ccc(C(=O)N2CCC3(CC2)NC(=O)N(c2ccccc2Cl)N3)cc1C | 1.26µM*
CN1CCOc2c(C(=O)NCCc3cnc[nH]3)cc(-c3cccnc3)cc21 | 52.5%[activator][176 µM]
Cc1oc(-c2ccc(C(F)(F)F)cc2)nc1CN(C)C(C)c1cccs1 (stereo not drawn) | 31.9%[activator]

Further entries
SMILES | ALOX12 inh
Cc1cc(N2CCNC[C@H]2C)ccc1N1C[C@@H](C)O[C@@H](C)C1 | u
CCc1nc(C)ccc1OCC(=O)N1Cc2[nH]cnc2CC1C(=O)O (stereo not drawn) | u
CC(C)c1ccc(S(=O)(=O)N2CCN(Cn3ncc4ccccc4c3=O)CC2)cc1 | -0.1%
COc1ccc(-c2cc3ccc(OCC=C(C)C)cc3oc2=O)c(OC)c1 | 14.0%
COc1ccccc1OCCNC(=O)C1CCN(c2cn[nH]c(=O)c2)C1 (stereo not drawn) | 38.3%[activator]
O=C(NCc1ccccc1)[C@@H]1CCCN1C(=O)[C@H]1CCCN1C(=O)C1CCCCC1 | 1.3%
CNC(=O)[C@@H](C1CCCCC1)N1CCC[C@H]1C(=O)N1CCN(C)CC1 | 0.4%[176 µM]
Cc1ccc(NC(=O)CSc2ncc(-c3ccc(F)cc3)o2)cc1Cl | 0.6%
COc1ccc(/C=C/C(=O)O)cc1Br | 1.5%
Cc1cccc(OCCc2noc(C3CCCCN3C(=O)c3ccccn3)n2)c1 (stereo not drawn) | 45.6%[activator]
CCN1CCN(C(=O)C2(CCO)CCN(Cc3ccccc3)C2)CC1 (stereo not drawn) | 31.7%
CCn1ccnc1CN(C)C(=O)c1ccc2oc(-c3ccc(C(F)(F)F)cc3)nc2c1 | 38.8%[activator]
CCCCCCCCCCOc1ccc(OC(=O)c2ccncc2)cc1 | -20.8%
Cc1cccc(C)c1NC(=O)COc1ncnc2ccccc12 | 6.0%
Cc1noc([C@H]2CCN(Cc3cc(F)cc(F)c3)C[C@H]2NC(=O)C2CC2)n1 | 75.4%[activator]
O=C(NC[C@H]1O[C@H](Cc2cc(COc3ccccc3)on2)CC[C@@H]1O)Nc1ccc(F)cc1 | -18.2%
O=C(C1CC1)N1CC(F)(F)C[C@H]1c1nc(-c2cccnc2)no1 | 43.8%[activator]
O=C1O[C@@H]2CN(C3CCCC3)C[C@@H]2N1CCc1cccc(Cl)c1 | 25.5%
O=C(C[C@@H]1O[C@H](CNCc2cccc(Cl)c2)[C@@H](O)[C@H]1O)N1CCN(c2ccc(F)cc2)CC1 | -0.7%
O=C(CN1CCCc2nc(C3CC3)ncc2C1=O)NCc1ccc(OC(F)(F)F)cc1 | 28.7%
Nc1nc(C2CC(O)C2)cc(N2CCCN(C(=O)c3ccoc3)CC2)n1 (stereo not drawn) | 36.5%[activator]
CC(C)Cc1ccc(CN2CCC3(Cc4ccccc4CNC3=O)C2)cc1 (stereo not drawn) | u
COc1cccc(CN2CCC3(Cc4ccccc4CNC3=O)C2)c1 (stereo not drawn) | u
CC(C)NC(=O)c1cc(-c2ccc(F)cc2)cn1C | 1.8%
CC(C)CNC(=O)N1CCCN(C(=O)C2CC2)C(c2ccccc2)CC(=O)NCC1 (stereo not drawn) | 44.7%[activator]
COc1cccc(CN2CCNc3cnc(OCc4cccnc4)cc3C2)c1 | 27.1%[176 µM]
Cn1c(=O)[nH]c(=O)c2c1nc(SCC(=O)OCc1ccccc1)n2Cc1ccccc1 | u
COC(=O)C1=C(C)N(Cc2ccccc2C(F)(F)F)C(=NCc2cc(OC)c(OC)c(OC)c2)NC1c1ccccc1 (stereo not drawn) | -3.1%
CCOc1cc(CNCc2ccccn2)cc(Cl)c1OCc1ccc(F)cc1 | u
CCNC(=O)O[C@@H]1CO[C@H]2[C@@H]1OC[C@@H]2NC(=S)Nc1ccccc1 | u
O=C(NC1CCCN(c2cc(-c3ccc(Cl)cc3)[nH]n2)C1)c1cccnc1 (stereo not drawn) | 14.0%
O=C(COc1ccccc1F)Nc1nn2cc(-c3ccccc3)nc2s1 | 10.4%
CCN(CC)C(CNC(=O)c1cn(C)c2ccccc12)c1ccccc1 (stereo not drawn) | 8.9%
O=C([C@H]1C[C@@H](O)[C@H](O)[C@@H]2N=C(Nc3cccc(C(F)(F)F)c3)S[C@@H]21)N1CCOCC1 | 91.7%[activator]
O=C(OC/C=C/c1ccccc1)c1c[nH]c2ccccc12 | -1.2%
CSc1ccc(Cl)c(C(=O)Oc2ccccc2Cc2ccccc2)c1 | -29.0%
O=C1Nc2ccccc2NC(c2cccc(Br)c2)=C1N(C(=O)C(=O)c1cccs1)c1ccccc1 | -10.3%
Cc1nc2cccnc2n1CC1CCCN(S(=O)(=O)c2ccc(F)cc2F)C1 (stereo not drawn) | 3.0%
C[C@@]1(O)CCN(C(=O)c2ccc(-c3ccco3)cc2)C[C@@H]1O | u
c1coc(-c2noc(CCCc3nc(C4CCOC4)no3)n2)c1 (stereo not drawn) | -1.0%
CN(Cc1ccon1)Cc1ccccc1OCC(O)CN1CCCCC1 (stereo not drawn) | 48.9%[activator]
O=C(N[C@H](c1ccccn1)C1CC(O)C1)c1cnc2ccccn2c1=O (stereo partly drawn) | 23.6%
COCCn1c(SC(C)C(=O)c2ccc(OC)cc2)nnc1-c1ccc(Cl)cc1 (stereo not drawn) | -8.3%
Cc1ccccc1C(=O)N[C@H](C(=O)N1CCC[C@H]1C(=O)NCCc1ccccc1Cl)c1ccccc1 | -3.2%
Cc1ccc2cc(CCC(=O)N3CCOCC3)c(=O)[nH]c2c1 | 11.3%
CCn1cc2c3c(cccc31)CN(C(=O)c1ccc(OC)cc1)CC2 | 11.0%
Cc1cccc(C(=O)N2CC3CC(C2)[C@H]2CCCC(=O)N2C3)c1 (stereo partly drawn) | 17.1%
Cc1ccc(NC(=O)c2cc[n+]([O-])cc2)cc1Cl | -29.0%
Oc1ccc2ccccc2c1C=Nc1ccc(F)c(F)c1F | u
COc1ccccc1-c1ccc(C(=O)N2CCCC[C@H](N(C)C)C2)cc1 | -2.2%
COc1ccc(/C=C/c2cc(O)cc(O[C@@H]3O[C@H](CO)[C@@H](O)[C@H](O)[C@H]3O)c2)cc1O | 1.1%
COc1cc(-c2nc3cc4[nH]c(=O)[nH]c4cc3[nH]2)cc(OC)c1O | u
COc1ccc(C(=O)N2CCC(c3n[nH]c(=O)n3Cc3ccc(F)cc3)CC2)cn1 | u
O=C(CCc1nc(C2CCCN2C(=O)c2ccccc2)no1)Nc1ccc(F)cc1F (stereo not drawn) | 11.5%
CCNC(=O)N1C[C@@H](Oc2cccnc2)C[C@H]1C(=O)N1CCCC1 | -4.2%
CCC(C(=O)N(C)Cc1ccc(OC)c2ncccc12)n1cccn1 (stereo not drawn) | 28.7%
CC(C)c1nc2c(c(-c3ccc(Cl)cc3)n1)CCN(Cc1ccc(F)cc1)CC2 | u
COC(=O)[C@H]1CN(C(=O)NC(C)C)CCN1C(=O)c1cccnc1 | u
Nc1nc(CN2CCN(C(=O)c3ccc(OC(F)F)cc3)CC2)nc2ccccc12 | 16.2%
CC(C(=O)NCC1CCN(Cc2ccc(F)cc2)CC1)C1CCOCC1 (stereo not drawn) | 33.6%[activator]
Remaining list, next part
SMILES | ALOX12 inh
Cc1ccc(NC(=O)C2CN(S(=O)(=O)C3CC3)CC23CCCCC3)c(F)c1 (stereo not drawn) | -0.2%
Cc1ccccc1-c1cn[nH]c1C1CCN(C(=O)c2cnn3ccccc23)CC1 | -5.6%
COc1ccc(-c2nnc(-c3ccc(OC)c(OC)c3)o2)cc1OC | 11.0%
CCC(C)NC(=O)CN1C(=O)C(C)(C)c2cc(S(=O)(=O)N3CCCC3)ccc21 (stereo not drawn) | u
O=[N+]([O-])c1ccc(/C=C/c2ccc([N+](=O)[O-])cc2)cc1 | 1.1%
CC[C@H](NC(=O)[C@H](C)NC)C(=O)N1C[C@@H](O)C[C@H]1Cc1c(-c2[nH]c3cc(F)ccc3c2C[C@H]2C[C@H](O)CN2C(=O)[C@H](CC)NC(=O)[C@H](C)NC)[nH]c2cc(F)ccc12 | 33.8%[57.4 µM]
CC(=O)N1CCC(NC[C@@H]2C=C(C)[C@H](Cc3nc4ccc(C)cc4[nH]3)C[C@H]2C(C)C)CC1 | 23.4%
Clc1ccc(-c2noc(CNc3ccc(Br)cc3)n2)cc1 | u
O=C(CCc1ccc(Cl)s1)NC1CCN(CC(F)F)CC1 | 0.9%
Cc1ccc(CNC(=O)NCC23CCC=C2N(C)C(=O)CC3)cc1 (stereo not drawn) | -8.3%
CCC(C)C(=O)Nc1c(C(=O)OC)n(CC2CCCO2)c2ncc(NC(C)CC(C)(C)O)cc12 (stereo not drawn) | 44.0%[activator]

Screens (PubChem BioAssay)
